# human PMI inhibitors: MPI inhibition at elevated mannose 6-phosphate – biochemical, fluorescence intensity, high mannose 6-phosphate, primary screen (AID 1220); recombinant PMI enzyme, coupled fluorescence intensity; higher % means a stronger effect; inhibition, % at 20 µM; hits with a dose series show IC50 in µM; 190,000 tested, 0.66% active
# ER stress rescue: protection against thapsigargin-triggered cell killing – 384-well, CSM14.1, ATP luminescence, primary screen (AID 1222); CSM14.1 thapsigargin-induced death rescue, ATP luminescence; higher % means a stronger effect; one-dose cellular ATP content (survival), % at 20 µM; EC50 in µM for titrated hits; 190,000 tested, under 10 active;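 active = EC50 below 50 µM in the dose-response confirmation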;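 also: death triggered by thapsigargin at about 15 µM added after 2 h compound pretreatment; cell ATP read after overnight thapsigargin exposure of roughly 18 to 22 hours; normalized against plate controls of thapsigargin alone and 5% DMSO vehicle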
# P. falciparum M1AAP: P. falciparum M1AAP inhibitors, biochemical, fluorogenic H-Leu-NHMec substrate, 1536-well (AID 1445) | inhibition, % at 30 µM; hits with a dose series show IC50 in µM | 220,000 tested, 0.42% active | recombinant M1AAP, H-Leu-NHMec fluorogenic kinetic assay; higher % means a stronger effect;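 active = primary inhibition above the hit cutoff, then over 50% inhibition at one or more dose response concentrations, cut at about 23% in these data, passing the limit was not always enough; inconclusive = conflicting primary data, or primary hits not chosen for dose response; inactive = low primary inhibition, or under 50% at every dose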;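 also: plate controls were DMSO full reaction for no effect and no enzyme background for full effect; strong numbers were not always called active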
# Myeloid diff MLP: compounds promoting myeloid differentiation; ER-HoxA9 myeloid progenitors, lysozyme-GFP differentiation, flow cytometry; calls only at 10 µM; 360,000 tested, 1% active;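 active = normalized GFP-positive differentiation at or above the plate's own cutoff, the solvent-only control mean plus 3 SD; inconclusive = no clear call, values can overlap the other calls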;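 also: cells exposed to compound for four days before flow analysis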
# TNAP activators: human TNAP enzyme activators, primary screen, biochemical, luminescent, no phosphate acceptor, uHTS (AID 1001); purified TNAP, luminescent activation assay, no phosphate acceptor; higher activation fold means a stronger effect; activation fold at 20 µM; hits with a dose series show EC50 in µM; 200,000 tested, 0.03% active; in the data active = activation fold from about 3, or a potency from the dose series; inactive = the rest, 99 in 100 with activation fold below about 1.6; also: many of its hits are not listed in these tables
# K1F lysis inhibition: protection from phage-mediated lysis, alamar blue read-out – E. coli UTI89, K1F phage, bacterial capsule biogenesis inhibitors (AID 488966) | E. coli UTI89 K1F phage lysis, alamar blue, 2 h; higher % means a stronger effect | inhibition, % at 100 µM; hits with a dose series show IC50 in µM | 340,000 tested, 0.02% active;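 active = phage lysis inhibition, versus mean bacterial control, above a set limit; inconclusive = no clear call, values can overlap the other calls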;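 also: capsule biogenesis inhibitors block K1F phage lysis so surviving cells raise fluorescence; higher fluorescence means more inhibition of phage lysis; actives were called in the ten point dose series up to 300 µM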
# Lipid droplet: modulators of hepatic lipid droplet formation | inhibition, % at 6.5 µM | 240,000 tested, 0.4% active | AML12 mouse hepatocytes, oleate lipid droplets, BODIPY imaging | AID 1656;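 active = lipid droplet intensity inhibited by at least 50%, with more than 500 cells counted; inconclusive = wells with under 300 cells, treated as cytotoxic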
#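 material = mouse AML12 hepatocyte cell line, fixed after treatment | also added = 100 µM oleic acid challenge | doses = compound at 6.5 µM only | schedule = overnight exposure | technique = Image-based BODIPY and DAPI two-channel analysis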
# WT yeast gro inh: growth inhibition of WT yeast, mitochondrial fusion screen | inhibition, % at 10 µM | mitochondrial fusion phenotypic screen, WT strain | 190,000 tested, 2.1% active; in the data active = inhibition above about 58%; tested in S. cerevisiae
# PMI inhibitors: MPI enzyme activity inhibition – biochemical, fluorescence intensity, coupled assay, primary screen (AID 1209). purified PMI enzyme, coupled fluorescence intensity; higher % means a stronger effect. inhibition, % at 20 µM; hits with a dose series show IC50 in µM. 190,000 tested, 0.42% active;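 also: plate controls were DMSO vehicle for no effect and wells lacking substrate for full effect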
# WT yeast gro inh mutant strain: also measured in WT yeast gro inh; calls as there; inhibition, %; mitochondrial fusion phenotypic screen, mutant strain inhibition
# Lipid droplet cells 6.5 µM: also measured in Lipid droplet; calls as there; cell count; measured here: cell count, cytotoxicity flag;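 cells counted across two imaged fields per well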
# Myeloid diff MLP GFP+ MAC1+ %: second read-out of Myeloid diff MLP, no call of its own (marks repeat the call); GFP+ MAC1+ double positive, %; measured here: differentiation confirmed by MAC1 staining
# Numbers without * were called inactive; i = inactive; ? = inconclusive; nt = not tested or not shown; [ ] = another dose, or the depositor's remark. Rule as the data show it, unless noted: active = inhibition above about 50%; inactive = the rest.
SMILES,human PMI inhibitors,ER stress rescue,P. falciparum M1AAP,Myeloid diff MLP,Myeloid diff MLP GFP+ MAC1+ %,TNAP activators,K1F lysis inhibition,Lipid droplet,Lipid droplet cells 6.5 µM,WT yeast gro inh,WT yeast gro inh mutant strain,PMI inhibitors
CC(C)(C)c1ccc(C(=O)CC(=O)c2cc(Cl)ccc2O)cc1,-15%,0.6%,-4%,i,0.5,1.1,0.2%,-1,710,65*,56*,-13%
O=C(NC(=S)NCc1ccccc1)C1CCCCC1,14%,-0.1%,10%,i,0.5,1.1,-0.1%,nt,nt,7,13,12%
O=C(/C=C/c1ccc(Cl)cc1Cl)NCCN1CCOCC1,6%,-2.5%,1%,i,0.6,1.1,9.9%,nt,nt,12,31,1%
Cc1nnc(NC(=O)c2ccccc2Oc2ccccc2)s1,-8%,-2.5%,5%,i,0.1,1.1,-0.1%,2,707,3,-18,-6%
Cc1cccc(C)c1NC(=S)Nc1ccccc1C(=O)NCc1ccco1,4%,-0.8%,2%,i,1.5,0.9,1.3%[50 µM],9,660,-10,-2,11%
O=c1c(Cl)nc2cc(Cl)ccc2n1CCNc1ncc(C(F)(F)F)cc1Cl,-4%,-8.0%,5%,i,2.1,1.1,0.3%,nt,nt,1,-8,-1%
COc1ccc(C(=O)NCC2(c3ccccc3)CCOCC2)cc1,nt,nt,-3%,i,0.4,nt,1.0%,0,690,nt,nt,nt
Cc1ccc(S(=O)(=O)NCCCCCC(=O)Nc2c(C)n(C)n(-c3ccccc3)c2=O)cc1,-4%,0.8%,-2%,i,0.6,0.9,0.0%,-7,683,15,-12,-6%
COc1ccc(NCc2nnc(SCC(=O)Nc3ccccc3OC)o2)cc1,16%,0.3%,10%,i,7.2,1.1,6.1%,3,842,-5,-13,18%
CCOC(=O)c1cnc(-n2nc(C)cc2C)nc1NNc1nc(C)cc(C)n1,nt,nt,35%,i,0.4,nt,0.5%,1,669,nt,nt,nt
CCCCN(C)CCNC(=O)CCNC(=O)Cn1ccc2ccccc2c1=O,2%,0.5%,2%,i,0.4,1.2,0.5%,-4,670,0,8,-6%
O=C(NC1CCCCC1)c1ccc(NS(=O)(=O)c2cccc3cccnc23)cc1,-3%,2.7%,5%,i,0.4,1,0.4%,1,636,-9,0,1%
CCOCCCn1c(NN)nc2ccccc2c1=O,-43%,-0.6%,5%,i,0.0,1.1,0.3%,6,697,4,2,-67%
Cc1ccc(CC(CC(=O)NCCc2ccc3c(c2)OCO3)C(=O)O)cc1 (stereo unspecified),5%,1.5%,14%,i,2.2,1.1,0.1%,-3,696,-8,-4,12%
O=c1[nH]c(SCc2ccc(Cl)cc2)nc2c1CCC2,14%,2.8%,5%,i,1.0,1.1,0.6%,nt,nt,-12,-8,6%
C=C(C)C(=O)N1CC2(CC(c3cccc(NC(=O)/C(C)=C\C)c3)=NO2)C[C@H]1C(N)=O (stereo partly specified),nt,nt,-2%,i,0.5,nt,1.5%,-6,723,nt,nt,nt
COc1cccc(C2=NOC(C(=O)NCC3CCCO3)C2)c1 (stereo unspecified),-1%,-1.0%,-3%,i,5.9,1.1,0.0%,nt,nt,-20,9,-2%
O=C(Nc1nnc(-c2ccc3c(c2)OCCO3)o1)C1CCCCC1,0%,-0.9%,3%,i,0.2,1,0.9%,5,707,1,7,3%
CCn1c(CCCCc2n[nH]c(=S)n2CC)n[nH]c1=S,-4%,1.0%,4%,i,0.3,1.3,-0.1%,20,745,5,0,2%
CC(C)C[C@H](NC(=O)C1(c2ccccc2)CCN(C(=O)[C@H]2CSCN2C(=O)OC(C)(C)C)CC1)C(=O)O,-5%,-2.3%,-3%,i,0.3,1.1,0.5%,2,774,-4,-6,-1%
Cc1ccc(O)c(C(=O)CC(=O)c2cccc(F)c2)c1,-15%,-2.0%,-2%,i,0.7,1,-0.2%,14,717,66,72,-8%
CCc1cc(CNC(=O)CCc2nnc(Cc3cccc(C)c3)o2)on1,-5%,3.5%,-1%,i,0.4,1.2,0.1%,2,731,3,-30,4%
O=C(O)CCC1=C2c3ccccc3CCN2C(=O)CC1,-16%,2.9%,4%,i,16,1.1,-0.1%,4,756,-3,-4,0%
COc1cccc(Nc2nc(CC(C)=O)ns2)c1,-3%,-1.1%,4%,i,0.4,0.8,0.5%,nt,nt,-8,1,-2%
COc1ccc(/C=N/NC(=O)CSc2ccccc2)cc1OC,-5%,-4.7%,3%,i,0.5,1,1.1%,1,685,19,-9,49%
Cc1ccc(C2=[N+]([O-])C(C)(C)CC2)cc1,-7%,-1.3%,4%,i,0.9,1.2,1.7%,29,828,-7,-28,-2%
O=C1NN=C(c2ccc(Cl)cc2)CC1c1c[nH]c2ccccc12 (stereo unspecified),10%,-1.1%,-1%,i,0.8,1,-0.3%,0,692,66*,36*,6%
COc1ccc(NC(=O)CCC(=O)N(Cc2ccc(OC)c(OC)c2)c2nccs2)cc1,12%,0.7%,3%,i,0.5,0.9,2.2%,-1,626,-1,1,19%
O=C(NCCCN1CCOCC1)c1ccc(S(=O)(=O)N2CCOCC2)cc1,-6%,-2.0%,0%,i,1.3,1.1,0.1%[50 µM],nt,nt,-10,-16,-10%
CCc1ccc(OCC(=O)N/N=C(\C)c2ccc(-n3ccnc3)cc2)cc1,8%,-1.0%,4%,i,0.5,0.9,-0.6%,55*,725*,4,-18,13%
Cc1ccc(NC(=O)COC(=O)CCc2c[nH]c3ccccc23)cc1[N+](=O)[O-],1%,1.1%,5%,i,0.7,1,0.0%,-1,655,-6,21,3%
CCC(=O)Nc1ccc(C(=O)CSc2nnc(CNc3ccc(Cl)cc3)o2)cc1OC,-9%,0.3%,5%,i,3.1,1.1,1.4%,nt,nt,20,23,-7%
Cc1cccc(C(=O)Nc2ccnc(-c3ccncc3)n2)c1,0%,-0.5%,0%,i,0.6,1,1.1%,-1,716,-11,6,-6%
COC(=O)N1CCN(CCc2ccccc2)CC1,1%,0.1%,-1%,i,0.3,1.1,0.3%,5,692,4,-4,0%
Cc1cccn2c(=O)c3cc(C#N)c(=O)n(CC4CCCO4)c3nc12 (stereo unspecified),-3%,3.3%,6%,nt,nt,1.1,nt,nt,nt,-4,-1,-10%
Cc1nn(Cc2ccccc2)c(C)c1NC(=O)CSc1nc2c(c(C(F)(F)F)n1)CCc1ccccc1-2,-5%,-2.1%,2%,i,0.1,1.1,3.9%,-2,617,-1,-12,7%
C=CCNc1nc(Cl)nc(Nc2ccc(OCC)cc2)n1,4%,2.5%,12%,i,0.2,1.1,0.1%,26,647,5,-18,3%
CCN(CC)C(=O)CSc1nnc(-c2ccccn2)n1-c1ccccc1OC,nt,nt,4%,i,0.4,nt,0.2%,-12,650,nt,nt,nt
O=C1NC2(CCCCCC2)Oc2ccccc21,-2%,0.2%,-3%,i,0.0,1.1,0.6%,-3,605,-1,-6,2%
CCNC(=S)NS(=O)(=O)c1ccc(Cl)cc1,0%,-0.5%,2%,i,0.8,1.1,0.1%,13,725,9,17,14%
COc1ccc(NC(=S)NCCc2ccc(Cl)cc2)c(OC)c1,11%,-0.9%,-1%,i,0.9,1.1,11%,nt,nt,67*,41*,13%
CCOc1ncccc1C(=O)OCC(=O)Nc1cc(C)ccc1C,3%,0.9%,-4%,i,1.6,1,5.8%,nt,nt,10,17,3%
O=C(c1cc(COc2ccc3ncccc3c2)on1)N1CCCCCC1,15%,9.2%,6%,i,0.4,1.1,0.2%,-4,659,-1,14,10%
O=C(NNC(=S)NC(=O)c1cccnc1)c1ccc(Cl)cc1,-5%,-0.2%,?,i,0.9,2.5,-0.2%,nt,nt,2,-30,16%
COc1ccc(CCN(Cc2ccccn2)C(=S)Nc2ccccc2Cl)cc1OC,6%,-0.7%,6%,i,0.7,1.1,-0.2%,-14,737,12,2,9%
Cc1cc(N(CC(=O)NC(C)C)S(C)(=O)=O)ccc1Br,1%,-6.9%,5%,i,0.8,1.1,-1.2%,-6,678,5,-4,11%
O=C(CN(C(=O)CSc1nc2ccccc2o1)c1ccccc1F)NC1CCCCC1,-5%,-1.9%,6%,i,0.5,1.1,0.4%,-2,709,-11,1,8%
COc1ccc(-c2nnc3n(CCc4ccccc4)c(=O)c4ccccc4n23)c(OC)c1,-4%,-2.9%,-8%,i,1.4,1,10%,7,711,98*,93*,-11%
CCCN1C2CCCC1CC(NC(=O)c1ccccc1OCC)C2 (stereo unspecified),0%,-0.5%,19%,i,0.9,1.1,-0.4%,nt,nt,2,5,3%
O=[N+]([O-])c1ccc2[nH]c(O)c(N=NC(=S)NCC3CCCO3)c2c1 (stereo unspecified),11%,0.5%,0%,i,1.6,1.5,1.6%[50 µM],14,621,-6,-26,11%
# Next part.
SMILES,human PMI inhibitors,ER stress rescue,P. falciparum M1AAP,Myeloid diff MLP,Myeloid diff MLP GFP+ MAC1+ %,TNAP activators,K1F lysis inhibition,Lipid droplet,Lipid droplet cells 6.5 µM,WT yeast gro inh,WT yeast gro inh mutant strain,PMI inhibitors
COc1ccc(C/C(C)=N/NC(=O)c2cccnc2)cc1,-11%,-2.2%,-1%,i,3.3,1.3,0.3%[50 µM],-7,614,-18,-21,1%
CCOC(=O)C1CCCN(c2c(NCCCN(CC)c3ccccc3)c(=O)c2=O)C1 (stereo unspecified),18%,-1.5%,11%,i,0.9,1.1,5.3%,-21,595,-3,-4,18%
CS(=O)(=O)N1CCN(C(=O)c2cc(-c3ccccc3)nc3ccccc23)CC1,0%,-1.3%,0%,i,0.8,0.8,-0.9%,3,823,5,-1,-9%
O=C(OCCCN1CCCCC1)c1ccc(O)cc1,17%,-0.7%,5%,i,0.2,1.1,0.2%,nt,nt,51,4,12%
CCCSc1nc(C)c(-c2csc(C(C#N)=C3CCCC3)n2)cc1C#N,-63%,-0.8%,2%,nt,nt,1,0.1%,nt,nt,3,-7,-27%
CC(=O)/C(N=Nc1ccc2c(c1)OCCO2)=C(\C)O,-3%,-3.6%,3%,i,0.4,0.9,-0.8%,6,700,4,5,-10%
C/C(=N/N1CCN(Cc2cccc3ccccc23)CC1)c1ccco1,nt,nt,2%,i,0.3,nt,2.2%,9,704,nt,nt,nt
Cc1c(Cl)cccc1-n1nnnc1-c1cccs1,1%,0.7%,8%,i,0.5,1,2.3%,-3,781,-2,-9,4%
COc1ccc(/C=N/N2CCOCC2)cc1COc1ccc(F)cc1,16%,-3.4%,4%,i,0.5,1.1,-0.5%,8,752,8,-2,12%
